Screening results: PubChem BioAssay, Sanford-Burnham Center for Chemical Genomics
H9c2 TAG inh: inhibitors of triacylglycerol accumulation; H9c2 cells, Nile Red lipid (TAG) fluorescence; cells loaded with 200 µM oleic acid; inhibition, % at 12.5 µM; hit rate 0.66% among 230,000;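 active means pattern-corrected inhibition of lipid staining of at least 50% with the nuclear-stain viability signal not falling by more than 50%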;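 further: 0% = DMSO wells and 100% = triacsin C control wells; some results filed as inactive read as strong as hits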
H9c2 TAG inh DAPI viability: recorded beside H9c2 TAG inh, whose call it bears; DAPI nuclei signal change (viability), lower = more cytotoxic, %;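 whole-well DAPI fluorescence read on a plate reader as a viability signal; minus 50 percent equals half of cells still viable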
* marks the source's active call; other numbers are inactive results.

SMILES	H9c2 TAG inh	H9c2 TAG inh DAPI viability
COc1ccc(NS(=O)(=O)c2cccc(NC(=O)COc3ccc(OC)cc3)c2)cc1	-7	-2
Cc1ccc(C)c2nc3sc(C(=O)N4CCOCC4)c(N)c3cc12	17	12
O=C(c1cc(COc2cccc(C(F)(F)F)c2)on1)N1CCC(c2ccncc2)CC1	-22	5
O=Cc1cccn1-c1c(C(=O)O)cnn1-c1ccccc1	10	1
CS(=O)(=O)c1ccc(C(=O)N2CCN(C(=O)c3ccco3)CC2)cc1	-1	-1
O=C(OCC(=O)N1CCCc2ccccc21)c1cc(S(=O)(=O)N2CCOCC2)ccc1O	-2	-7
CCOC(=O)N1CCN(C(=O)CSCc2ccc(Br)cc2)CC1	-2	-2
CCC1(c2ccc(F)cc2)NC(=O)N(CC(=O)Nc2cc(S(=O)(=O)N(C)C)ccc2Cl)C1=O (configuration not stated)	14	-7
CS(=O)(=O)N(CC(=O)O)c1cccc(Cl)c1	16	-12
Fc1ccc(C2=Nn3c(nnc3-c3n[nH]c4c3CCC4)SC2)cc1	31	-5
COCCCN1C(=O)C(CC(=O)NCc2cccs2)CC(C(=O)N(C)C)=C1C (configuration not stated)	-2	2
CC(C)(C)c1ccc(S(=O)(=O)N2CCNC(=O)C2)cc1	-13	-2
Cc1ccc(S(=O)(=O)N(CC(=O)N2CCOCC2)C2CCCCC2)cc1	0	-2
Fc1ccc(N2CCN(Cc3cnc(Oc4ccc(Br)cc4)s3)CC2)cc1	-21	23
Cc1cn([C@H]2C[C@H](O)[C@@H](CNCc3ccc4ncccc4c3)O2)c(=O)[nH]c1=O	4	-3
Cc1cc(C(=O)NCC(c2ccco2)N2CCCC2)c2ccccc2n1 (configuration not stated)	8	-6
CCCCC(=O)Nc1nc2c(OC)cc([N+](=O)[O-])cc2s1	-6	9
CCCN(CC(=O)Nc1ccccc1OC)C(=O)c1ccc2c(c1)NC(=O)C(C)S2 (configuration not stated)	-14	-9
CC1CCC2(CC1)NC(=O)N(CC(=O)Nc1ccc3c(c1)CCC3)C2=O (configuration not stated)	-4	-4
CC(=O)Oc1cc2c(cc1OC(C)=O)C(=O)CCCC2	-2	5
CC(=O)c1ccc(OC2(C)CCN(Cc3csc4ccccc34)C2)cc1 (configuration not stated)	-9	9
Cc1csc(N=Nc2ccc(N(C)C)cc2)[n+]1[O-]	21	-7
COc1ccccc1N1CCN(S(=O)(=O)CCNC(=O)c2ccco2)CC1	-3	10
CCCCC1CC(/C(C)=N/NC(N)=O)OC1=O (configuration not stated)	2	-6
COc1ccc(C(=O)OC(COc2ccccc2)Cn2ccnc2)cc1 (configuration not stated)	2	-6
O=C(Cn1cnc2c(nnn2Cc2ccccc2)c1=O)NCc1ccccc1Cl	-20	6
O=C(Nc1ccccc1N1CCOCC1)C1Cc2ccccc2CN1C(=O)c1ccco1 (configuration not stated)	4	-4
O=C(CCCN1C(=O)/C(=C/c2cccc(Br)c2)SC1=S)Nc1ccccn1	23	2
Cc1cc(C[n+]2ccsc2N)c2ncccc2c1	9	-4
O=C(COC(=O)c1ccc(Br)o1)c1ccc(S(=O)(=O)N2CCCCC2)cc1	5	4
Cc1cc(F)ccc1NC(=O)c1cccnc1	1	9
COc1ccccc1OCc1nc(-c2cccc([N+](=O)[O-])c2)no1	5	-12
CC(C)Cc1nc2oc3c(=O)[nH]cnc3c2c2c1CCC2	-2	-8
C/C(=N\O)c1cccc(Br)c1	-7	3
COc1cccc(/C=N/NC(=O)c2ccc3nc[nH]c3c2)c1	8	-5
CCCNC(=O)C(Cc1ccc(Cl)cc1)NC(=O)c1ccc(-c2ccccc2)cc1 (configuration not stated)	13	-5
Cc1cccc(C)c1NC(=O)CN1C(=O)COc2ccccc21	3	-5
CC1CCc2sc(C(=O)Nc3ccc(N4CCOCC4)cc3)cc2C1 (configuration not stated)	27	9
CCCOC(=O)N[C@@H]1C(=O)N2C(C(=O)OCCC)=C(C)CS[C@H]12	4	-5
CSc1ncccc1C(=O)Nc1cccc(S(=O)(=O)N(C)c2ccccc2)c1	-3	-11
CC1CC2(CC(C)(C(=O)CSc3nc4ccccc4s3)OC2=O)C(=O)O1 (configuration not stated)	-14	2
CCc1nc2ccc(C(=O)Nc3cccc(NS(C)(=O)=O)c3)cn2c1N(CCC(C)C)CCN(C)C	49	-27
Cn1c(N)c(C(=O)CSc2ncn[nH]2)c(=O)n(C)c1=O	-5	3
Cc1noc(NS(=O)(=O)c2ccc(N)cc2)c1C	1	-6
Cc1ccc(C(=O)OCC(=O)NNC(=O)COc2ccc(Cl)cc2)c(O)c1	-2	5
O=C(COC(=O)c1ccc(Cl)cc1)NC1CCCCCC1	-8	3
O=C(CCCN1C(=O)c2ccccc2C1=O)Nc1ccccn1	11	-6
N#Cc1ccc(-c2c(-c3ccccc3)ncc3cc(F)ccc23)cc1	-13	-4
O=C(NCc1nnnn1-c1ccc(F)cc1)c1ccc2c(c1)OCO2	2	-3
CCC(C)[C@H](Nc1nc(-c2ccccc2)nc2c1oc1ccccc12)C(=O)O (some centres not stated)	9	-1
CN(C)c1oc(-c2ccccc2F)nc1C#N	7	14
O=C(Cn1cnc2ccccc21)OCC(=O)N1CCCCC1	7	3
O=C(CCC1CCCN(C(=O)CCCc2ccccc2)C1)N1CCN(c2ccccn2)CC1 (configuration not stated)	-15	5
COc1ccc(S(=O)(=O)NCc2c(-c3ccccc3)noc2C)c(OC)c1	9	-12
CCCc1ncc(C(O)c2cccc(OC)c2)n1C (configuration not stated)	-5	1
O=C(Cc1ccccc1)NNC(=O)Nc1ccc(Cl)c(Cl)c1	-25	-10
CCCCCCn1c(CN2CCN(C(=O)c3ccco3)CC2)nc2c1c(=O)n(C)c(=O)n2C	2	-3
Cc1ccc(-c2csc(NC(=O)c3ccno3)n2)cc1	30	-2
O=C(Cn1cnc2c(cnn2-c2ccc(F)cc2)c1=O)NCc1ccco1	17	-6
Cn1cc(SCC(=O)NCc2ccc3c(c2)OCO3)c2ccccc21	-14	5
(next part)
SMILES	H9c2 TAG inh	H9c2 TAG inh DAPI viability
Cc1sc(NC(=O)C2CCCCC2C(=O)O)c(C(N)=O)c1-c1ccc(C(C)C)cc1 (configuration not stated)	3	1
Cc1cc(C)n2nc(C(=O)OCC(=O)Nc3cc(Cl)ccc3C)nc2n1	-1	1
O=C(CN1CCN(Cc2ccccc2)CC1)N/N=C/c1cccs1	14	-3
C[n+]1c(-c2ccccc2)sc([S-])c1-c1ccccc1	-11	13
CC(C)Nc1ncnc2c1ncn2[C@H]1CN(Cc2ccco2)C[C@@H](CO)O1	4	-9
CCCC[C@H]1C2=C3[C@@H](CC(C(=O)OC)=C[C@@H](C(=O)OC)[C@H]3C(C)(C)C2=O)n2c(=O)n(-c3ccccc3)c(=O)n21	3	-6
Cc1cn2c(-c3ccc(Cl)cc3)nnc2s1	29	-4
O=[N+]([O-])c1cccc(/C=N/Nc2cc(Cl)nc(-c3ccccc3)n2)c1	13	-4
CS(=O)(=O)Nc1ccc(C(=O)Nc2ccc(S(=O)(=O)N3CCCC3)cc2)cc1	-5	2
CC(=O)Nc1ccc(S(=O)(=O)NCCC(=O)OCC(=O)c2ccccc2)cc1	8	0
O=C(CCCN1C(=O)c2ccccc2C1=O)Nc1nnc(C2CC2)s1	15	-4
Cc1n[nH]c(=S)n(/N=C/c2cccs2)c1=O	-2	2
COc1ccc(/C=C/C(=O)OCC(=O)NCC2CCCO2)cc1 (configuration not stated)	-10	3
CCc1nc2c(OCCOc3ccc(F)cc3)cccn2c1N(C)C(=O)c1ccccc1F	-4	-2
CCn1cnnc1SCC(=O)c1c(N)n(C2CC2)c(=O)[nH]c1=O	-2	5
O=S(=O)(CCNCCc1ccccc1)NCc1ccccc1	-8	-9
[O-][n+]1c2ccccc2cc2ccccc21	-11	-3
CSCCC(NS(=O)(=O)c1ccc(C)cc1)C(=O)N1CCN(C(c2ccccc2)c2ccccc2)CC1 (configuration not stated)	4	6
Clc1nc(Cl)c2ncn(-c3ccccc3)c2n1	-1	1
CCOC(=O)C1(C)CCN1C(=O)c1cccc2ccccc12 (configuration not stated)	-10	-7
CCCNC(=O)C1(C)CCN(Cc2ccc(C)c3ccccc23)C1 (configuration not stated)	-41	30
C/C(=N\NC(=S)NC1CCCCC1)c1ccc(Cl)c(Cl)c1	5	3
CN(C(=O)COC(=O)COc1ccc2ccccc2c1)c1ccccc1	-2	0
CC1CCCN(c2nc(N(C)c3ccccc3)nc(N)c2[N+](=O)[O-])C1 (configuration not stated)	-7	10
O=C(N/N=C/c1cccnc1)c1ccccc1OCc1cccc(Br)c1	10	-10
COc1ccc(OC)c(-c2nc(C(N)=O)c3[nH]c(=O)n(-c4ccc(F)cc4)c3n2)c1	-3	0
Cc1ccc(NC(=O)CCc2ccccc2)cc1S(=O)(=O)N1CCOCC1	1	-9
CC(C)OC(=O)N(C)C[C@@H]1OCc2cn(nn2)CCCC(=O)N([C@H](C)CO)C[C@H]1C	14	1
CNC(=O)C1Cc2c(-c3ccccc3Oc3ccccc3)ccnc2O1 (configuration not stated)	3	5
CCOC(=O)C1=CN(Cc2cccc(F)c2)S(=O)(=O)NC1c1ccc(Br)cc1F (configuration not stated)	-1	5
Cc1cccc(C(=O)OCN2C(=O)c3ccccc3C2=O)c1[N+](=O)[O-]	9	13
Cc1ccc(NC(=O)C(OC(=O)c2ccc(NC(N)=O)cc2)c2ccccc2)cc1Cl (configuration not stated)	-37	8
O=S(=O)(NCCn1cccc1)c1ccc2ccccc2c1	5	-5
COc1ccc(Nc2nc3cc(-c4ccsc4)sc3c(=O)n2C)cc1OC	18	8
CC(=O)N1CCN(S(=O)(=O)c2cccc(C(=O)Nc3ccc(C)cn3)c2)CC1	-20	-1
CCOC(=O)Cc1csc(NC(=O)C(NC(=O)C2CCCCC2)C(C)C)n1 (configuration not stated)	-2	0
O=C(Cc1ccccc1[N+](=O)[O-])Nc1nccs1	-3	-6
CCCCCc1cc(=O)oc2c(C(CCN(CC)CC)c3ccc(OC)cc3)c(OC)cc(OC)c12 (configuration not stated)	73*	-10*
O=C(NCCc1ccc(Cl)cc1)c1cc2ccccn2n1	-14	10
COCCNc1nc(NCc2cccc(OC)c2)c2sccc2n1	-14	3

One compound at a time, as listed above. Order of values: H9c2 TAG inh, H9c2 TAG inh DAPI viability
O=C(NCCc1ccc(Cl)cc1)c1cc2ccccn2n1 across the screens: -14, 10
O=C(Cc1ccccc1[N+](=O)[O-])Nc1nccs1 across the screens: -3, -6

Further compounds:
SMILES	H9c2 TAG inh	H9c2 TAG inh DAPI viability
COc1cc(SC)ccc1C(=O)Nc1ncc(Cl)cc1Cl	-8	-1
CCOC(=O)c1[nH]c2ccc(C)cc2c1NC(=O)CN1CCCCC1	-6	-2
CC(=O)Oc1ccc(C2OC(=O)c3ccccc3N2C(C)=O)cc1 (configuration not stated)	-9	1
Cc1nnsc1-c1nnc(SCC(=O)c2ccccc2)n1C1CC1	-4	-5
COc1ccc(-c2coc3c(C(=O)Nc4cccnc4)cccc23)c(C)c1	-26	7
Cn1c(SCC(=O)N2CCc3ccccc32)nc2cccnc21	-21	11
CCCOc1cc(C)c(Cl)cc1S(=O)(=O)N(CC)CC	-9	-3
CNC(=O)c1ccc(-c2ccccc2)s1	-1	6
COc1ccc(Nc2oc(-c3ccccc3F)nc2C#N)cc1	21	-5
Cc1nc2ccc(C(=O)c3ccccc3)cc2[nH]1	-23	7
O=C(Cc1cccc(NC(=O)C2CCCN(C(=O)C3CC3)C2)c1)Nc1cccc(C(=O)N2CCCC2)c1 (configuration not stated)	8	-5
Cc1cc(=O)oc2cc(OCC(=O)OCC(=O)NCCc3ccccc3)ccc12	13	-16
Cc1ccc(C(=O)NCCCNc2ccc(C(F)(F)F)cc2[N+](=O)[O-])cc1	17	-2
O=C(COC(=O)c1cc(Br)ccc1O)Nc1cc(S(=O)(=O)N2CCCC2)ccc1Cl	3	-15
COCCNC(=O)C1(C)CCCN(C(=O)c2cc(C)on2)C1 (configuration not stated)	-19	-4
O=C(Nc1ncccn1)c1ccc([N+](=O)[O-])cc1[N+](=O)[O-]	4	-3
CCOC(=O)CSc1nc2nc(Cl)c(Cl)nc2[nH]1	6	6
COC(=O)CN1C(=O)Nc2ccc(C)cc2C1c1ccccc1 (configuration not stated)	-1	-4
COc1ccc(N(CC(=O)Nc2cc(C)on2)S(=O)(=O)c2ccc(Cl)cc2)cc1	-5	-6
CC1(C)CC(=O)c2sc(N3CCCCC3)nc2C1	-3	9
COc1ccccc1CN1C(=O)C(=O)N(Cc2cccc(C)c2)C1=O	-11	-5

Grouped by structure, the compounds so far with fluorine.
SMILES	H9c2 TAG inh	H9c2 TAG inh DAPI viability
O=C(c1cc(COc2cccc(C(F)(F)F)c2)on1)N1CCC(c2ccncc2)CC1	-22	5
CCC1(c2ccc(F)cc2)NC(=O)N(CC(=O)Nc2cc(S(=O)(=O)N(C)C)ccc2Cl)C1=O (configuration not stated)	14	-7
Fc1ccc(C2=Nn3c(nnc3-c3n[nH]c4c3CCC4)SC2)cc1	31	-5
Fc1ccc(N2CCN(Cc3cnc(Oc4ccc(Br)cc4)s3)CC2)cc1	-21	23
Cc1cc(F)ccc1NC(=O)c1cccnc1	1	9
N#Cc1ccc(-c2c(-c3ccccc3)ncc3cc(F)ccc23)cc1	-13	-4
O=C(NCc1nnnn1-c1ccc(F)cc1)c1ccc2c(c1)OCO2	2	-3
CN(C)c1oc(-c2ccccc2F)nc1C#N	7	14
O=C(Cn1cnc2c(cnn2-c2ccc(F)cc2)c1=O)NCc1ccco1	17	-6
CCc1nc2c(OCCOc3ccc(F)cc3)cccn2c1N(C)C(=O)c1ccccc1F	-4	-2
COc1ccc(OC)c(-c2nc(C(N)=O)c3[nH]c(=O)n(-c4ccc(F)cc4)c3n2)c1	-3	0
CCOC(=O)C1=CN(Cc2cccc(F)c2)S(=O)(=O)NC1c1ccc(Br)cc1F (configuration not stated)	-1	5
COc1ccc(Nc2oc(-c3ccccc3F)nc2C#N)cc1	21	-5
Cc1ccc(C(=O)NCCCNc2ccc(C(F)(F)F)cc2[N+](=O)[O-])cc1	17	-2

Some of the compounds tested; rates above refer to the full screens.
